Screens deposited in PubChem BioAssay by several laboratories.
RmlCD inh mix: inhibitors of RmlC and RmlD coupled enzymes. inhibition, % at 5.5 µM. RmlC/RmlD coupled enzyme inhibition, 384-well mixture HTS. hit rate 0.39% among 110,000. AID 1532; in the data active = inhibition above about 30%, passing the limit was not always enough; note: strong numbers were not always called active
HIV RNase H inh: inhibitors of HIV-1 reverse transcriptase RNase H; hit rate 1.9% among 65,000; P04585; RT-RNase H RNA/DNA duplex cleavage, fluorescence; inhibition, % at 10 µM; in the data active = inhibition above about 50%
* = called active by the depositor; . = not tested or not shown; & = joins results of further samples. Not all compounds are listed (hit frequency here may not be typical).

SMILES | RmlCD inh mix | HIV RNase H inh
O=C(COC(=O)C1CC2C=CC1C2)NCc1ccco1 (configuration not stated) | -12 | 7
O=S(=O)(c1ccc(OCC(O)CN2CCN(c3ccc(F)cc3)CC2)cc1)N1CCOCC1 (configuration not stated) | -1 | -2
O=C(O)CCC1COc2ccccc2O1 (configuration not stated) | -11 | -4
COc1ccc(-c2nnn(CCC(=O)O)n2)cc1 | 9 | .
COC(=O)c1cc(C#N)c(NCc2ccc(Cl)cc2Cl)nc1C | 16 | .
Cn1ccnc1SCC(=O)c1cc2ccccc2o1 | 3 | 10
Cc1nc2cc(N3CCCCC3)c(NC(=O)c3cccnc3)cc2c(=O)n1Cc1ccccc1 | 50 | 6
CC(=NCc1cccnc1)C1=C(O)c2ccccc2C1=O | -8 | -4
CCCCCC1CC(CC#CCN2CCOCC2)C(=O)O1 (configuration not stated) | 4 | 2
O=C(CSc1ncn[nH]1)Nc1nnc(-c2ccccc2)s1 | -2 | -4
COC(=O)CC1Oc2ccccc2N(Cc2ccccc2)C1=O (configuration not stated) | -12 | -2
COc1ccc(CNC(=O)/C=C/c2cc([N+](=O)[O-])ccc2OC(F)F)cc1OC | -4 | .
COc1ccc(/C=C/C(O)=C2/C(=O)N(C)C3(C)CC2c2ccccc2O3)cc1 (configuration not stated) | -5 | 7
CC(=O)N1c2ccc3ccccc3c2C(C)CC12CCCCC2 (configuration not stated) | 18 | .
COc1cccc(-c2nc(NC(C)C)c3ccccc3n2)c1O | 8 | -6
CC12CCC(C(=O)N(NC(=O)c3ccc(O)cc3)C1=O)C2(C)C (configuration not stated) | -6 | .
COc1ccccc1-c1nc(C#N)c(N2CCN(c3cccc(Cl)c3)CC2)o1 | -44 | -3
CCOCCCNC(=O)C1CCC(CNS(=O)(=O)c2ccc(Cl)cc2)CC1 (configuration not stated) | -3 | .
CC(C)CC(CO)N1CCN(C(=O)c2ccccc2)CCC1=O (configuration not stated) | 10 | .
Oc1ccccc1CNc1cnc2ccccc2c1 | -6 | .
CCCCOC(=O)c1ccc(NC(=O)C(=O)NCC2CCCO2)cc1 (configuration not stated) | 16 | .
COc1ccc(C2CC(c3ccc(Cl)cc3)n3nc(N)nc3N2)cc1 (configuration not stated) | 13 | -9
O=C(O)c1cc2cc(F)ccc2[nH]1 | 1 | -9&-5
COc1ccc(N2CCN(C(=O)CSc3nnc4c5cc(C)ccc5n(C)c4n3)CC2)cc1 | 9 | .
N#Cc1c(N)n(CCc2ccc(F)cc2)c2nc3ccccc3nc12 | -33 | .
Cc1ccc(-n2nc3c(c2NC(=O)C(C)(C)C)CSC3)c(C)c1 | -15 | -2
O=C(CCCOc1ccc(Cl)cc1Cl)N1CCN(c2ccccn2)CC1 | -8 | -25
O=C(OCC(=O)c1c[nH]c2ccccc12)c1ccc(Br)o1 | 6 | .
COc1ccccc1NS(=O)(=O)c1ccc(O)c(C(N)=O)c1 | -12 | -6
COc1cc(OC)c2c(C)cc(=O)oc2c1 | 11 | -23
CC1CN(C(=O)CN2C(=O)NC3(CCCCCCC3)C2=O)CC(C)O1 (configuration not stated) | -30 | 0
O=C(NCCSCc1c(F)cccc1Cl)c1ccco1 | 4 | -21
O=C(Nc1ccc(Cl)cc1C(=O)NCc1cccnc1)c1ccco1 | 3 | -5
O=C(c1cnccn1)N1CCc2ccccc21 | -11 | 8
Cc1noc(C)c1CSc1ccccc1C(=O)Nc1nccs1 | 13 | -17
Cc1cc(/C=N/n2cnnc2)c(C)n1-c1cccc(C(=O)O)c1 | 7 | 2
O=C(Cn1[nH]c(=O)c2ccccc2c1=O)NC1CCCCCC1 | -7 | .
CN1CCN(C(CNS(=O)(=O)c2ccc(F)cc2)c2cccnc2)CC1 (configuration not stated) | 3 | -1
Cc1cccc2cc(COC(=O)c3ccccn3)c(=O)[nH]c12 | 5 | -9
O=C(CSc1nncs1)Nc1ccc2c(c1)OCCO2 | -15 | .

Continued, overlapping the part above by 3 compounds.
SMILES | RmlCD inh mix | HIV RNase H inh
CN1CCN(C(CNS(=O)(=O)c2ccc(F)cc2)c2cccnc2)CC1 (configuration not stated) | 3 | -1
Cc1cccc2cc(COC(=O)c3ccccn3)c(=O)[nH]c12 | 5 | -9
O=C(CSc1nncs1)Nc1ccc2c(c1)OCCO2 | -15 | .
O=C(CSc1nnc(-c2cnccn2)n1Cc1ccco1)c1ccc(Cl)c(Cl)c1 | -5 | -2
O=C(Nc1ccccc1)NC1CCCCC1 | -4 | .
CCOC(=O)C1CCN(Cc2cnc(Oc3ccc(N)cc3)s2)CC1 | -5 | .
Cc1ccc(S(=O)(=O)Nc2cccc3cccnc23)cc1 | -53 | .
COC(=O)c1oc2ccc(Cl)cc2c1N | 37 | .
O=c1[nH]c2ccccc2c(=O)n1-c1cccc(Cl)c1 | 9 | -7
Cc1cccc(C)c1NC(=O)CSc1ncnc2nc[nH]c12 | 5 | .
O=[N+]([O-])c1cc(C(F)(F)F)ccc1Sc1nccn1Cc1ccccc1 | 2 | .
O=C(Cc1cn2ccsc2n1)NCc1ccccc1 | -14 | -11
COC(=O)c1cccc(C(=O)Nc2cnc3ccccc3c2)n1 | 6 | -16
CC1(C)CN=C(NC2CCCCC2)S1 | -2 | -9
COc1cccc(-c2cc(C(=O)Nc3ccc(OC)c(OC)c3)no2)c1 | -10 | -3
O=C1CC(c2cccnc2)c2cc3c(cc2N1)OCCO3 (configuration not stated) | 8 | -24
CCn1c(=O)c(C(=O)Nc2cnccn2)c(O)c2ccccc21 | . | -19
Cc1cccc(C)c1NC(=O)C1CCCNC1 (configuration not stated) | -12 | -5
CN(C(=O)c1ccncc1)c1nnc(-c2cnccn2)s1 | -3 | -13
COc1ccc(/C=N/c2oc(-c3ccccc3)cc2C#N)cc1 | 1 | .
CCOc1ccc(Nc2nc(Cc3nnc(SCC(=O)NC4CCCC4)n3C)cs2)cc1 | 6 | .
COc1cc(-c2csc(N3CCOCC3)n2)cc(OC)c1OC | . | -20
CCOc1nc(-c2ccncc2)nc2ccccc12 | -10 | -44
C[C@]12N[C@H](Cc3ccccc31)c1ccccc12 | 6 | .
Cn1c(=O)c(=O)n(C)c2cc(S(=O)(=O)N3CCCCC3)ccc21 | 10 | -5
CCc1ccc(C(=O)Cn2ncc(Cl)c(Cl)c2=O)cc1 | -9 | .
O=c1cnn([C@@H]2O[C@H](CO)[C@@H](O)[C@H]2O)c(=O)[nH]1 | -11 | 4
Cc1ccc(SCC(=O)N(Cc2nc(-c3ccccc3)no2)C(C)C)cc1 | 4 | -5
c1ccc(CN2CCC(N3CCN(Cc4ccc5c(c4)OCO5)CC3)CC2)cc1 | . | -1
CCC(=O)Nc1cc(NC(=O)CSc2nnc(C(C)C)n2CC)ccc1C | . | -2
CCOc1ccc(NC(=O)CSCC(=O)O)cc1 | 6 | .
O=c1cc(N2CCN(c3ccc(F)cc3)CC2)[nH]c(=O)n1Cc1ccc(F)cc1 | -7 | .
CCOC(=O)CCc1c(C)n(CC)c2ncnn2c1=O | 12 | -4
C=CCN1C(=O)NC2(O)C(=O)c3ccccc3C12O (configuration not stated) | 13 | .
C=CCn1c(SCc2ccc(F)cc2)nc2c1c(=O)[nH]c(=O)n2C | -4 | -21
CC(NC(=O)NC1CCCCC1)C(c1cccs1)N1CCOCC1 (configuration not stated) | -7 | -12
COc1ccc(S(=O)(=O)N2CCN(Cc3ccc(Cl)cc3)CC2)cc1 | -6 | 1
CC1CCc2sc3c(c2C1)c1ncnn1c(=O)n3CC(=O)c1ccc(Br)cc1 (configuration not stated) | 4 | 6
O=C(NS(=O)(=O)c1ccc2c(c1)OCCO2)c1ccccc1 | 10 | -7
CCOC(=O)C1CCN(c2c(Nc3ccc4c(c3)OCCO4)c(=O)c2=O)CC1 | 4 | 9
COc1cc([N+](=O)[O-])ccc1NC(=O)C[n+]1cccc(C)c1 | -9 | .
Cc1ccc(C)c(CSc2nnc(-c3cccs3)n2Cc2ccco2)c1 | -15 | .
CN1C(=O)c2ccccc2Sc2ccc(NC(=O)N3CCCC3)cc21 | -6 | -10
COc1cc(C(=O)Nc2ccc(O)cc2)ccc1OC(C)=O | -14 | .
O=C(CSc1nc(Nc2ccccc2)nc(N2CCOCC2)n1)Nc1ccccc1Cl | -21 | -10
CN=C1SC(CC(=O)Nc2ccc(C(=O)O)cc2)C(=O)N1C (configuration not stated) | -6 | .
Cc1cc(=O)oc2ccc(OCC(=O)N(Cc3ccc(F)cc3)Cc3ccco3)cc12 | -11 | -14
CCOC(=O)C1C2C=CC3(CN(c4cccc(Cl)c4)C(=O)C13)O2 (configuration not stated) | -21 | -1
O=C(CCSCCC(=O)NCC1CCCO1)NCC1CCCO1 (configuration not stated) | -12 | 2
COc1ccc(N(C(=O)c2ccco2)C(C(=O)NC2CCCC2)c2cccs2)cc1OC (configuration not stated) | -29 | .
Cc1cccc(NC(=O)c2ccccc2NC(=O)C2CCCCC2)c1C | 10 | .
O=C(COc1ncnc2c(Cl)cc(Cl)cc12)N1CCN(S(=O)(=O)c2ccccc2)CC1 | -13 | .
CCn1c(Cc2ccc(OC)cc2)nnc1SCC(=O)Nc1cccc(C(=O)OC)c1 | -1 | 1

Reprinted at random: 2 compounds from above, in no set order.
SMILES | RmlCD inh mix | HIV RNase H inh
O=C(COc1ncnc2c(Cl)cc(Cl)cc12)N1CCN(S(=O)(=O)c2ccccc2)CC1 | -13 | .
CN=C1SC(CC(=O)Nc2ccc(C(=O)O)cc2)C(=O)N1C (configuration not stated) | -6 | .

Returning to the listing with the 4 entries that preceded the break.
SMILES | RmlCD inh mix | HIV RNase H inh
COc1ccc(N(C(=O)c2ccco2)C(C(=O)NC2CCCC2)c2cccs2)cc1OC (configuration not stated) | -29 | .
Cc1cccc(NC(=O)c2ccccc2NC(=O)C2CCCCC2)c1C | 10 | .
O=C(COc1ncnc2c(Cl)cc(Cl)cc12)N1CCN(S(=O)(=O)c2ccccc2)CC1 | -13 | .
CCn1c(Cc2ccc(OC)cc2)nnc1SCC(=O)Nc1cccc(C(=O)OC)c1 | -1 | 1
Cc1nc(NC2=NCN(Cc3ccco3)CN2)nc2ccccc12 | . | -4
CN(C)c1nc(C#N)nc(N2CCOCC2)n1 | 2 | .
O=C(COc1cccc(Cl)c1)Nc1ccc(N2CCOCC2)cc1 | -5 | .
COc1ccc(-c2cn3cc(C)ccc3n2)cc1OC | 29 | -17
Cc1cccc(N2C(=O)CS/C2=N\NC(=O)c2ccc(Cl)cc2)c1C | -9 | .
CC(C)CN(C#N)c1nc(N2CCOCC2)nc(N2CCOCC2)n1 | 8 | -4
Cc1ccc(-c2cc(C(=O)Nc3cc(C)on3)c3ccccc3n2)c(C)c1 | -4 | 6
COc1ccc2c(c1OC)C(=O)N1c3ccccc3C(=O)N(c3ccc(F)cc3)C21 (configuration not stated) | 22 | 5
O=c1[nH]c(=O)n(Cc2ccc(F)cc2)c(O)c1C=NCC1CCCO1 (configuration not stated) | 1 | -27
CCOC(=O)C1CCCN(C(=O)CCCOc2cc(=O)n(C)c3ccccc23)C1 (configuration not stated) | -8 | -30
CCOC(=O)N1CCN(c2ccc(S(=O)(=O)N(Cc3ccccc3)Cc3ccccc3)cn2)CC1 | 5 | 1
CCOc1ccc(N2CC(=O)SC2=S)cc1 | -3 | -2
COc1ccc(/C=C\C(=O)NCc2ccc3[nH]c(C)cc3c2)cc1OC | -8 | .
CCOCCCNC(=O)c1ccc(CS(=O)(=O)Cc2cccc(C)c2)o1 | 12 | -22
O=S(=O)(CCSc1nc2ccccc2o1)Cc1ccccc1 | -13 | -61
CCOC(=O)c1sc(NC(=O)c2ccc(Cl)s2)cc1C | -18 | 33
CCCCn1c(=O)cc(N2CCOCC2)[nH]c1=O | -3 | -11
CCOCCCNC(=O)C(NC(=O)CNC(=O)c1ccccc1)c1ccc(C)cc1 (configuration not stated) | 11 | .
CCOC(=O)c1cc2cc(F)ccc2nc1C | -12 | -7
COc1ccc(-c2c3c(=O)n(C)c(=O)n(C)c3cn2-c2ccccc2)cc1 | -60 | 4

Brought forward from above: four entries, followed by the next part.
SMILES | RmlCD inh mix | HIV RNase H inh
CCCCn1c(=O)cc(N2CCOCC2)[nH]c1=O | -3 | -11
CCOCCCNC(=O)C(NC(=O)CNC(=O)c1ccccc1)c1ccc(C)cc1 (configuration not stated) | 11 | .
CCOC(=O)c1cc2cc(F)ccc2nc1C | -12 | -7
COc1ccc(-c2c3c(=O)n(C)c(=O)n(C)c3cn2-c2ccccc2)cc1 | -60 | 4
CCC(C)[C@H](N)c1cn([C@@H](CCCCN)C(=O)N2CCNCC2)nn1 (some centres not stated) | -4 | .
Cc1ccccc1C(=O)N1CCC(C(=O)Nc2cccc(F)c2)CC1 | 8 | -10
CCOC(=O)c1cnc(SC2CC(=O)N(c3ccc(C)cc3)C2=O)nc1N (configuration not stated) | 1 | .
O=C1NC2(CCc3ccccc32)C(=O)N1CCOc1ccc(Cl)cc1 (configuration not stated) | 2 | .
CCCCc1cc(=O)oc2cc(C)cc(OC(C)C(=O)O)c12 (configuration not stated) | 13 | -6
Cc1cccc(C(=O)Oc2ccccc2C2C[C@]3(C)CC(=O)NC3N2C(=O)c2cccc(C)c2)c1 (some centres not stated) | 10 | .
